Compound activity from PubChem BioAssay.
UHRF1 MBD2 ctr = human UHRF1 methylated DNA binding inhibitors; Q96T88; UHRF1 binding to methylated oligo, TR-FRET; inhibition, % at 4.4 µM; actives 0.75% (n = 370,000); AID 687016; in the data active = inhibition above about 21%;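 note: UHRF1 SRA domain binding a hemimethylated CpG hairpin DNA probe; 0% = median of test compound wells and 100% = reference inhibitor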
Target sequence (Q96T88 whole entry, looked up, the tested form may be a part): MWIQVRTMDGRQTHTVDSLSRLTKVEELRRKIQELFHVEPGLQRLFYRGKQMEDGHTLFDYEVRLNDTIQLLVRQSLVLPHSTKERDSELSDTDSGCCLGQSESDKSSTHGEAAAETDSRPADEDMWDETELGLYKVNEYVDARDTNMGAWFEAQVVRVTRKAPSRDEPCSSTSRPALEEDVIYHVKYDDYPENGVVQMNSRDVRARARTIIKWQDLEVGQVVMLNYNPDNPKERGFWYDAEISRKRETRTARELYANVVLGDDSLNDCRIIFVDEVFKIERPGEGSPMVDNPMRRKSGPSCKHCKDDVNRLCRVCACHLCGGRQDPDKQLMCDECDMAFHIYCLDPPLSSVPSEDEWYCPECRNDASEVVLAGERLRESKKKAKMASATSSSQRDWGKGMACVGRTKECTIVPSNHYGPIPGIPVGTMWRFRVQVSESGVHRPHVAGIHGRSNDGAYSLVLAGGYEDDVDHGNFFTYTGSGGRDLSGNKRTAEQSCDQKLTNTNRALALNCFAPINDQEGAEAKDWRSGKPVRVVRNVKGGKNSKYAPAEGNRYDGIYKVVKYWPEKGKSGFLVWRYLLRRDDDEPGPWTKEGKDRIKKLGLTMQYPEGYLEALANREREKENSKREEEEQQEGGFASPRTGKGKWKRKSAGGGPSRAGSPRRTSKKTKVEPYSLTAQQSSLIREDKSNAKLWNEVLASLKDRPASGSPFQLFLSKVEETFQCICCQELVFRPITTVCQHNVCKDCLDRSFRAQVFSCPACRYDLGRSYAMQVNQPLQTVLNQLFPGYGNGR
PLCg1 inh = blocks human PLC-gamma1 enzyme activity | inhibition, % at 12.2 µM | purified PLC-gamma1, fluorogenic substrate, fluorescence | AID 720700 | actives 0.84% (n = 370,000) | P19174; in the data active = inhibition above about 9.5%
ADAM17 inh = ADAM17 inhibition, QFRET primary screen | P78536 | recombinant ADAM17, EDANS/DABCYL FRET peptide cleavage | inhibition, % at 6.95 µM | actives 0.83% (n = 370,000) | AID 720648;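 active = inhibition above the mean of compounds lying between control limits plus 3 SD, set per campaign, cut at about 8.5% in these data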;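 note: 0% = DMSO-only wells as the low control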
ASAP1 GAP inh = ASAP1 ArfGAP inhibition; Q9ULH1; ASAP1-stimulated ARF1 GTP hydrolysis, GDP FP detection; inhibition, % at 16.5 µM; actives 0.19% (n = 360,000); AID 624377; in the data active = inhibition above about 25%;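 note: 0% = vehicle with enzyme and substrate and 100% = no enzyme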
Tn7 DDE FP = inhibitors of Tn7 peptide binding to human fibrin DD(E). P02675. FP displacement of FITC-Tn7 peptide from fibrin DD(E); 0% = median of compound wells per plate. inhibition, % at 8.3 µM. actives 0.13% (n = 370,000);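 active = inhibition above the mean of compounds falling within the control limits plus 3 SD of them, cut at about 14% in these data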;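 note: 0% = plate median of compound wells and 100% = 10 µM Aha-Tn7 peptide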
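Test system: human clot-derived fibrin DD(E) complex / Quantity: 2 µM final DD(E) protein / Incubation: 10 min plus 3 h, room temperature / Measured by: fluorescence polarization / Benchmarks: high control of 10 µM Aha-Tn7 peptide / Replicates: singlicate testing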
ARFGAP1 inhibitor = inhibits rat ARF GTPase activating protein 1; inhibition, % at 16.5 µM; actives 0.26% (n = 360,000); Q62848; AID 651572; Arfgap1-stimulated ARF1 GTP hydrolysis, GDP FP detection;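 active = inhibition above a per-plate limit, mean inhibition of low control wells plus 3 SD, cut at about 25% in these data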;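 note: 0% = DMSO wells with enzyme and 100% = wells lacking Arfgap1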
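System: truncated rat Arfgap1 GAP domain / Benchmarks: high control wells lacking Arfgap1, low control full reaction with DMSO / Times: compound-enzyme preincubation 20 min, reaction 120 min, detection 60 min, 25 °C / Repeats: one replicate per compound / Also added: human ARF1(Δ1-17)-GTP substrate / Measured by: Tracer-displacement fluorescence polarization with EDTA stop, 620/688 nm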
KLK7 zymogen act = proKLK7 (human) activation, primary screen | activation, % at 7 µM | actives 0.9% (n = 370,000) | P49862 | purified proKLK7, EDANS-DABCYL substrate fluorescence; 100% is mature enzyme control, 0% vehicle | AID 652039;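 active = activation above the mean of all tested compounds plus 3 SD, computed per campaign excluding outliers beyond control limits, cut at about 13% in these data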
PLCb3 inh = inhibitors of human phospholipase C beta3 | Purified PLC-beta3, fluorogenic substrate, fluorescence | inhibition, % at 12.2 µM | actives 0.18% (n = 370,000); in the data active = inhibition above about 11%;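 note: 0% = median of compound wells on plate and 100% = full blocker control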
DDE Tn6 FP inh = DD(E)-Tn6 binding inhibition, primary FP screen; AID 720509; inhibition, % at 8.3 µM; Fibrin DD(E) TRITC-Tn6 fluorescence polarization displacement; actives 0.21% (n = 370,000);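 active = inhibition above a per-campaign cutoff: mean of compounds within control limits plus 3 SD, cut at about 15% in these data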;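 note: 0% = median of all compound wells on the plate and 100% = blocking peptide control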
MBD2 inh = MBD2-methylated oligo binding inhibition; actives 0.31% (n = 370,000); TR-FRET, MBD2 binding to methylated oligonucleotide; inhibition, % at 4.4 µM; AID 686964; in the data active = inhibition above about 13%
An asterisk follows results filed as active; / = not tested or not shown.

SMILES	UHRF1 MBD2 ctr	PLCg1 inh	ADAM17 inh	ASAP1 GAP inh	Tn7 DDE FP	ARFGAP1 inhibitor	KLK7 zymogen act	PLCb3 inh	DDE Tn6 FP inh	MBD2 inh
CCOC(=O)[C@@]12CCC3=C1N(CCC3)C(=O)[C@H](CC(=O)NCCc1ccccc1OC)C2	0.9	1.4	-6.8	/	5.5	/	0.3	-1.1	1.1	-4.0
O=C1Nc2cc(C(=O)N3CCC(N4CCCCC4)CC3)ccc2S/C1=C\c1ccccc1	-8.6	-27.6	-1.8	-4.7	0.4	4.1	0.2	-39.7	-2.8	-11.7
O=C(Nc1ccc(Cl)cc1F)C1CCCN(C2=NS(=O)(=O)c3ccccc32)C1 (configuration not stated)	-0.8	-0.9	-3.8	2.1	1.1	2.7	-0.2	-7.5	-1.1	-2.1
O=C(CN1CCN(S(=O)(=O)c2ccc(F)c(Cl)c2)CC1)N1CCc2ccccc2C1	1.9	-4.0	-2.1	3.2	3.3	8.3	0.3	-6.3	2.8	9.4
CCc1ccccc1NC(=O)CN(C)C(=O)c1cc(C2CC2)nn1-c1ccccc1	-0.1	-4.1	-2.8	10.0	-4.4	-15.1	-0.3	-4.0	-1.0	-3.2
CCn1c(O)c(C=NCc2ccccc2)sc1=S	0.3	-0.4	-2.2	-9.5	-3.7	5.5	0.1	-7.4	-1.5	2.2
Cc1ccc2nc(NCCCNC(=O)c3cnccn3)c(C#N)cc2c1	-3.2	-44.9	-50.9	-7.8	-3.8	-16.6	5.3	-57.6	1.9	-1.8
O=C(Cc1c(Cl)cccc1Cl)Nc1ccc(S(=O)(=O)Nc2ncccn2)cc1	1.4	-1.5	-0.1	3.3	4.1	4.1	0.0	-3.2	8.2	5.2
CCCCC1Cc2[nH][nH]c(=O)c2C(c2ccc(F)cc2)O1 (configuration not stated)	-6.0	-0.3	-1.4	-5.3	-2.5	-3.5	-0.3	2.0	-1.5	1.2
CC(C)(C)C(=O)Nc1nc2c(s1)COc1ccccc1-2	-0.9	-2.2	-2.8	-6.7	4.0	-1.6	0.1	-4.3	5.2	-3.1
Cc1ccc(C)c(Nc2nc(N)c3ccccc3n2)c1	-1.7	-3.1	-3.0	1.4	3.8	17.0	-0.2	-1.1	2.7	-0.3
COc1cc2c(cc1OC)C(c1ccc(N(C)C)cc1)CC(=O)N2 (configuration not stated)	2.5	-54.1	-3.5	-7.8	7.7	2.5	0.5	-61.5	-0.3	1.3
Cc1ccc(S(=O)(=O)Nc2n[nH]nc2C(=O)NC2CCCCC2)cc1	0.5	-1.1	0.6	7.7	-4.7	-1.4	-0.1	2.4	-8.0	-3.7
CN(C)C/C(Cl)=C(\Cl)c1ccccc1	-1.5	5.4	-3.0	-11.3	-5.2	-2.9	0.4	3.3	2.3	7.1
CCCS(=O)(=O)c1nc(S(=O)(=O)c2ccc(C)cc2)c(NCc2ccco2)s1	0.6	0.5	3.0	1.9	0.1	-5.0	0.2	1.9	-1.2	-1.6

Two compounds from above, showing only UHRF1 MBD2 ctr, KLK7 zymogen act and Tn7 DDE FP:
Structure	UHRF1 MBD2 ctr	KLK7 zymogen act	Tn7 DDE FP
CCc1ccccc1NC(=O)CN(C)C(=O)c1cc(C2CC2)nn1-c1ccccc1	-0.1	-0.3	-4.4
Cc1ccc(C)c(Nc2nc(N)c3ccccc3n2)c1	-1.7	-0.2	3.8

Going on with the list:
SMILES	UHRF1 MBD2 ctr	PLCg1 inh	ADAM17 inh	ASAP1 GAP inh	Tn7 DDE FP	ARFGAP1 inhibitor	KLK7 zymogen act	PLCb3 inh	DDE Tn6 FP inh	MBD2 inh
Cc1c(C(C)NC(=O)Nc2ccc(F)cc2F)cnn1C (configuration not stated)	-0.3	2.5	0.9	-3.6	-2.8	3.0	-0.7	3.5	4.5	-0.1
COc1cccc(-c2nc(NC(C)C)c3ccccc3n2)c1O	-0.4	-0.8	2.0	5.1	-0.1	9.1	0.1	-5.6	-3.8	9.4
O=C1NC(Cc2ccccc2)c2nc3ccccc3c(=O)n2-c2cc(Cl)ccc21 (configuration not stated)	6.2	8.9	16.7*	-6.7	-9.8	3.1	0.6	5.6	-4.2	4.0
CCOC(=O)Nc1ccc2c(c1)[C@@]1(CC(=O)N(CC(C)C)C1c1ccccc1)C(=O)N2C (some centres not stated)	0.7	-5.5	-3.1	/	5.7	/	-0.1	-5.0	-6.2	-0.9
CCOC(=O)Cc1csc(N/N=C/c2ccccc2)n1	-0.6	-15.5	-0.3	8.7	-2.6	4.3	-0.2	-17.1	4.7	-0.7

Entries of single compounds, looked up by structure.
Results for O=C(CN1CCN(S(=O)(=O)c2ccc(F)c(Cl)c2)CC1)N1CCc2ccccc2C1 = UHRF1 MBD2 ctr = 1.9; PLCg1 inh = -4.0; ADAM17 inh = -2.1; ASAP1 GAP inh = 3.2; Tn7 DDE FP = 3.3; ARFGAP1 inhibitor = 8.3; KLK7 zymogen act = 0.3; PLCb3 inh = -6.3; DDE Tn6 FP inh = 2.8; MBD2 inh = 9.4
Results for CC(C)(C)C(=O)Nc1nc2c(s1)COc1ccccc1-2 = UHRF1 MBD2 ctr = -0.9; PLCg1 inh = -2.2; ADAM17 inh = -2.8; ASAP1 GAP inh = -6.7; Tn7 DDE FP = 4.0; ARFGAP1 inhibitor = -1.6; KLK7 zymogen act = 0.1; PLCb3 inh = -4.3; DDE Tn6 FP inh = 5.2; MBD2 inh = -3.1
